# Screening data as filed in PubChem.
# MC4R antag cAMP: blocks human MC4R cAMP signaling; inhibition, % at 6.5 µM; P32245; MC4R-expressing cells, MTII-stimulated cAMP, LANCE TR-FRET; 0.48% of 360,000 active;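 active means inhibition above its plate's cutoff, the mean of tested wells on that plate plus 3 SD, cut at about 29% in these data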;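 further: 0% = Melanotan II alone and 100% = Melanotan II plus saturating MCL0020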
# Target sequence (P32245 whole entry, looked up): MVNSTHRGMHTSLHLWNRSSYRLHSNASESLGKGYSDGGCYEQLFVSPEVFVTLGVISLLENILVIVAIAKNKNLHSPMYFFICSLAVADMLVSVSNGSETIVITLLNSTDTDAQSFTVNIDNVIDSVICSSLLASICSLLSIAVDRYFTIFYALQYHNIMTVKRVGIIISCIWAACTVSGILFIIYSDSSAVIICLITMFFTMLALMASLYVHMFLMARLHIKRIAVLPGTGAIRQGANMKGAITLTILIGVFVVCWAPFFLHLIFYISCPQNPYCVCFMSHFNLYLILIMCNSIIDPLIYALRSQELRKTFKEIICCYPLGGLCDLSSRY
#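 System: U2OS-MC4R stable cell line; Technique: Eu-cAMP/anti-cAMP TR-FRET, emission 671 nm; Repeats: single well per compound; Also added: Melanotan II; Dosing: one concentration, 6.5 µM nominal; Schedule: 30-min compound, 1-h challenge, 1-h detection, room temperature.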
# CaV13 FRET inh: Primary screen for inhibitors of IQ motif and Ca2+-dependent inactivation inhibitor domain binding in CACNA1D, Förster resonance energy transfer in living cells, …; HEK cells, CFP/YFP FRET ICDI-IQ, plate reader, 10 min; percent FRET-ratio fall versus neutral wells; inhibition, % at 12.3 µM; 0.098% of 340,000 active;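 active means mean replicate inhibition of at least 30% and at least 1% of replicates passing that level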;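 further: 0% = median of the neutral control wells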
# Exocytosis inh: lytic granule exocytosis inhibition | TALL-104 LAMP-1 surface exposure, flow cytometry; cells stimulated with thapsigargin and PMA | inhibition, % at 10 µM | 0.66% of 360,000 active;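 active means inhibition above about 55%, limit read from the data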
# H9c2 protect: protects H9c2 cardiomyocytes from peroxide injury. H2O2 injury protection, ATPLite, 2 h. AID 588492. 0.63% of 360,000 active. protection from H2O2 cell death, % at 20 µM;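 active means compounds giving at least 50% protection of heart cells from peroxide-induced death in the single-dose screen, raw or plate-pattern-corrected value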;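 further: 0% = DMSO wells with peroxide and 100% = DMSO wells without peroxide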
# ABCB6 inh MLPCN: inhibitors of human ABC transporter ABCB6; K562-ABCB6 porphyrin accumulation, flow cytometry, 1 h; hits give low values; fluorescence ratio to DMSO, % at 10 µM; 0.19% of 360,000 active;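 active means fluorescence ratio to DMSO below 75%, the collection mean minus 3 SD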;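 further: signal is porphyrin accumulated inside mitochondria; 100% equals median channel fluorescence of DMSO control wells; lower ratio means ABCB6 inhibition with less porphyrin fluorescence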
# Glyco luc inh: blocks N-linked glycosylation in D54 reporter cells. D54 ERlucT glycosylation luciferase reporter, 24 h; percent of 100 nM tunicamycin response. reporter increase, % at 12.5 µM. 0.23% of 360,000 active;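 active means mean luciferase reporter signal, scaled so untreated is 0 and the glycosylation-blocking control 100, at or above a set limit in every replicate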;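 further: luciferase carries N-glycosylation sites so blocking glycosylation raises the light; 0% = median of neutral control wells and 100% = median of 100 nM tunicamycin wells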
# MC4R barr agon: activates human MC4R beta-arrestin recruitment. activation, % at 8.9 µM. U2OS MC4R beta-arrestin complementation, luminescence; percent of melanotan II response, DMSO zero. P32245. 0.98% of 360,000 active. AID 540308;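 active means activation above a per-plate cutoff, the mean activation of sample wells on that plate plus 3 SD, cut at about 8% in these data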
# PDI turbidity: blocks human protein disulfide isomerase activity. P07237. PDI insulin aggregation turbidity, A650, 90 min. inhibition, % at 10 µM. 0.052% of 350,000 active. AID 588391;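 active means mean inhibition across replicates of 30% or more, whatever share of single replicates reach that level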;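 further: absorbance from insulin aggregation driven by PDI reduction with DTT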
# m5-HT2A agonist: activates the mouse 5-HT2A serotonin receptor; P35363; CHO-K1 mHTR2A beta-arrestin complementation, luminescence; percent of 30 µM serotonin response; AID 624169; activation, % at 7.6 µM; 0.66% of 360,000 active;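 active means activation above a run cutoff, the mean activation of all tested compounds plus 3 SD, cut at about 14% in these data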;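 further: 0% = plate median of compound wells and 100% = 30 µM serotonin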
# Target sequence (P35363 whole entry, looked up): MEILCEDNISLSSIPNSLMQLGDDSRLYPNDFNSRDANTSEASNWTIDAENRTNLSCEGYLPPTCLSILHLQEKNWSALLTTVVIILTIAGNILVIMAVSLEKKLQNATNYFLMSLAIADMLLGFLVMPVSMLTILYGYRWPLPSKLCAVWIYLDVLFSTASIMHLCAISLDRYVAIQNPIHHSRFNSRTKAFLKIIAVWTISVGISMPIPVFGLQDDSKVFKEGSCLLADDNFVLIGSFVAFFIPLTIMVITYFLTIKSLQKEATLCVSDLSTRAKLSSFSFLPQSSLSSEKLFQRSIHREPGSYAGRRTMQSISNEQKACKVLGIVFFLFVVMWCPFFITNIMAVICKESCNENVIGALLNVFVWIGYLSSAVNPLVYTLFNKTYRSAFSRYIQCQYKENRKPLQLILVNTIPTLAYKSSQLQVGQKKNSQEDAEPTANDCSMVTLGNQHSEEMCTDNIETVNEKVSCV
# ABHD5-PLIN5 inh: blocks binding of human ABHD5 to perilipin-5; Q00G26+Q8WTS1; 0.78% of 360,000 active; inhibition, % at 4 µM; AID 602281; Split G. princeps luciferase complementation, luminescence, 4 h;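 active means inhibition above the mean inhibition across every tested compound plus 3 SD, cut at about 22% in these data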;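 further: 0% = DMSO only wells and the 100% control is not disclosed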
# An asterisk follows results filed as active; nt = no result given.
SMILES,MC4R antag cAMP,CaV13 FRET inh,Exocytosis inh,H9c2 protect,ABCB6 inh MLPCN,Glyco luc inh,MC4R barr agon,PDI turbidity,m5-HT2A agonist,ABHD5-PLIN5 inh
COc1ccc(CNC(=O)CCS(=O)(=O)c2ccc3nc(C)sc3c2)cc1,2,-7,-6,-11,102,-1,-0.6,nt,-1,-6
CCc1cccc(C)c1NS(=O)(=O)c1cccs1,15,-7,4,0,98,3,-0.5,-2,4,-2
CCn1c(Cc2ccc(OC)cc2)nc2ccccc21,-5,-4,-4,-3,95,0,-0.2,-4,-1,2
C/C(=N\N=C1/NC(=O)C(C)S1)c1ccco1 (centres undefined),2,-3,-3,-1,95,0,-2.5,-1,2,1
COc1ccc([C@H]2C[C@@H](n3cc(C4CC4)nn3)[C@H](O)CN2CC2CCCCC2)cc1,11,-8,0,-8,101,-5,0.0,-2,-3,-9
CCOC(=O)c1cc2c(s1)-c1c(C)cccc1OC2,0,-4,-2,-26,101,1,3.1,nt,4,-3
COC(=O)c1[nH]c(=O)c2ccccc2c1OCc1ccccc1,-2,-5,-1,13,97,3,-2.1,3,-5,-2
COc1ccc(-c2cc(C(F)F)n3ncc(C(=O)N4CCN(C)CC4)c3n2)cc1,-1,-5,2,4,90,7,-1.5,-25,-9,-3
CC[C@]12c3[nH]c4ccccc4c3CCN1C(=O)C(CC(=O)NCCc1ccccn1)C[C@@H]2C(=O)N1CCN(C(=O)c2ccco2)CC1 (some centres undefined),1,-3,3,6,103,0,3.0,17,5,10
O=C(COC(=O)c1nc(Cl)ccc1Cl)Nc1ccc2c(c1)OCO2,-4,-2,8,5,97,2,-1.0,14,-1,1
CCN(CC)c1ccc(/C=N/NS(=O)(=O)c2cccc([N+](=O)[O-])c2)cc1,5,-5,-1,-6,85,0,-1.5,-3,-2,-4
O=C(CSc1nc2ccccc2c(=O)n1NC(=O)Cc1ccccc1)NCc1ccco1,16,-3,-6,2,98,-2,-1.9,4,5,7
CC(=O)Nc1ccc(C(=O)CSc2nc3ccccc3n2CC(=O)N2CCCC2)cc1,-3,-9,-2,1,95,4,-0.2,3,6,-1
C#CCOCCOCCOCCNc1nc(N2CCOCC2)nc(N2CCN(C(=O)CCCCCCCCCCNC(=O)[C@@H]([C@H](C)CC)n3cc(CCCCCN)nn3)CC2)n1,7,-6,-8,27,94,-3,-1.6,8,7,27*
CCOC(=O)Cn1c(=O)c2c(nc(N3CCOCC3)n2C)n(C)c1=O,0,-5,3,4,89,2,0.2,-3,6,-5
CCCn1c(N)c(N(CCOC)C(=O)c2cccc(Cl)c2)c(=O)[nH]c1=O,5,-7,-8,-4,99,5,-1.1,3,-2,5
Cc1c(C)[n+](=O)c(C)c(C)n1[O-],2,-5,3,0,98,2,-2.2,7,4,2
CCCNC(=O)c1ccc(SC)cc1OC,4,-8,-1,1,97,1,-0.5,-2,-2,-2
COc1cc(NC(=O)C/C(C)=N/NC(=O)C2CCCCC2)c(OC)cc1Cl,0,-3,-6,-2,98,1,0.6,-3,-3,8
Cc1noc(C)c1C(=O)OCC(=O)Nc1ncc(C(F)(F)F)cc1Cl,-2,-5,-1,2,90,0,-1.1,-1,0,1
O=C(CSCCO)Nc1ccccc1,-3,-4,0,-3,98,2,0.6,0,1,1
CCCC(=O)N1CCC1(C)C(=O)NS(=O)(=O)c1ccccc1 (centres undefined),6,-4,8,3,96,0,1.7,8,3,-7
O=C(CSc1ncnc2sc3c(c12)CCC3)NCC1CCCO1 (centres undefined),-7,nt,3,0,93,-1,-0.8,-7,5,1
COc1cc(S(=O)(=O)Nc2cccnc2)ccc1F,-1,-1,2,3,98,-1,1.6,-1,7,3
COc1ccc(S(=O)(=O)N2CCOCC2)cc1NC(=O)C1CCCCN1S(=O)(=O)c1ccccc1 (centres undefined),-12,-16,-2,4,93,-1,-0.4,-8,-6,6
CCOC(=O)N1CCC(N(CCN(C)C)C(=S)Nc2cccc(OC)c2)CC1,11,-7,-5,-5,97,1,-2.9,1,1,-4
O=C(CSc1nc2ccccc2[nH]1)NCCCn1ccnc1,-4,-5,-3,4,92,2,0.9,-14,1,6
CCS(=O)(=O)N1CCC(C(=O)NCc2ccc(OC)cc2OC)CC1,-6,-3,7,12,100,3,-2.5,0,7,3
CCCn1c(N)c(N(CCOC)C(=O)c2cc(Cl)nc3ccccc23)c(=O)[nH]c1=O,21,-6,12,0,103,1,-1.0,0,6,-1
O=C(NCc1ccco1)c1ccccc1NS(=O)(=O)c1ccc2c(c1)OCCO2,-1,-2,0,26,104,3,-0.3,-3,-11,0
Cc1cc(/C=C(\C#N)C(=O)Nc2ccccc2F)c(C)[nH]1,0,-26,1,-10,99,-6,-3.0,2,2,4
Nc1ccc2nc(-c3cccc(-c4nc5ccc(N)cc5[nH]4)n3)[nH]c2c1,-10,-5,3,42,328,5,0.5,5,-10,0
CCOC(=O)N1CCN(CCC(=O)Nc2ccc(F)c(F)c2)CC1,4,0,2,-2,96,2,-1.8,12,0,1
Cc1cc(C)c[n+](CC(=O)c2ccc(NC(=O)c3ccccc3)cc2)c1,0,-2,-4,6,101,0,-0.8,0,2,-4
Cc1ccc(NC2(C#N)CCCC2)cc1,3,-9,-1,-5,100,0,0.4,4,-2,11
Cc1nn(Cc2ccc(C(=O)Nc3ccccc3C(F)(F)F)o2)c(C)c1Br,-37,-4,-5,3,95,-5,-1.3,13,-5,4
O=C(NNC(=O)c1nn(-c2ccc(F)cc2)ccc1=O)c1ccc(C(F)(F)F)cc1,-3,-14,-2,7,100,5,-0.8,0,-2,0
Cc1ccc(NC(=O)c2ccco2)cc1,0,-5,2,-7,99,-1,-2.2,6,3,1
Cc1c(N=C2C=C(Br)C(=O)C(Br)=C2)c(=O)n(-c2ccccc2)n1C,-1,-4,7,-2,98,3,-3.1,2,1,-18
COC(=O)c1c(N)c(C#N)c(C)n1-c1ccccc1,17,-1,1,1,98,3,-0.1,0,4,-2
Nc1nc2nccc(-c3cccnc3)n2n1,2,-11,-1,1,99,5,0.7,-10,4,2
N/C(=N\OC(=O)/C=C/c1ccccc1)c1ccccn1,12,4,3,-14,108,-12,-2.3,-6,2,0
O=C1C(=O)N(CCCc2ccccc2)c2ccccc21,-20,nt,76*,7,99,3,-0.1,-14,-2,16
CC(C)(C)NC(=O)C1CCCN(S(=O)(=O)c2ccc(-n3cnnn3)cc2)C1 (centres undefined),20,-2,-10,2,93,-1,-0.9,4,-7,1
O=C1Nc2c(Cl)cccc2C1=O,nt,-4,-2,-5,98,2,nt,nt,-1,-22
Cc1nnc(NC(=O)CSc2nnc(CCc3nc4ccccc4[nH]3)n2C)s1,-7,-3,-1,5,93,3,-0.4,-11,0,-4
CC(O)(c1cccc(F)c1)c1nc(/C=C/c2ccccc2)cs1 (centres undefined),4,-7,0,-7,99,2,2.4,-4,0,-10
CN(C)c1ccsc1C(=O)NNS(=O)(=O)c1ccc(Cl)cc1,2,-5,0,0,96,2,0.2,1,-3,-6
COc1ccc(Cl)cc1-c1nc(-c2ccc(Br)o2)no1,9,-7,-8,-2,93,1,-0.4,-9,1,-1
CCn1c(Cc2ccccc2)nnc1SCC(=O)Nc1nc(C)cs1,4,-3,0,2,96,1,-0.3,-3,-3,1
CCCCN(C(=O)c1ccc(-c2ccc(Cl)cc2)o1)c1c(N)n(CC(C)C)c(=O)[nH]c1=O,-1,-6,-2,12,101,-4,-0.4,-10,1,-4
O=C1CN(C(=O)COC(=O)/C=C/c2ccc(F)cc2)c2ccccc2N1,3,-7,-1,-2,95,2,-1.4,14,-6,1
O=C(O)c1ccc(/C=N/O)cc1,11,-2,-1,-5,93,0,-0.5,7,3,6
CCN(C(=O)c1ccco1)c1nc(-c2ccc(OC)cc2)cs1,-2,-6,3,-4,97,-1,0.0,7,7,-4
Cc1cc2nc(-c3ccc(NC(=O)C(C)C)cc3)oc2cc1C,0,nt,-3,-15,96,0,0.7,-7,-4,9
Nc1ccc(-c2cnc[nH]2)cc1[N+](=O)[O-],-17,-5,3,6,94,2,-3.0,-9,1,5
CCOc1ccc2nc(S(=O)(=O)NC(=O)C3(C)CCN3C(=O)c3cc(C)n(C)n3)sc2c1 (centres undefined),15,-13,22,2,94,2,-0.3,-4,-3,1
O=C(COC(=O)c1ccco1)Nc1cccc(S(=O)(=O)N2CCOCC2)c1,4,-6,8,0,95,0,-1.4,11,5,-5
O=C(c1cc2ccccc2s1)N1CCOCC1,12,-7,0,5,103,0,3.2,2,-9,-7
O=C(CN1c2cccc3cccc(c23)S1(=O)=O)Nc1ccccc1,0,3,-3,7,96,-1,-2.2,13,-2,0

# Profiles, looked up by structure. Values in the order: MC4R antag cAMP	CaV13 FRET inh	Exocytosis inh	H9c2 protect	ABCB6 inh MLPCN	Glyco luc inh	MC4R barr agon	PDI turbidity	m5-HT2A agonist	ABHD5-PLIN5 inh
# CCc1cccc(C)c1NS(=O)(=O)c1cccs1 is listed with 15	-7	4	0	98	3	-0.5	-2	4	-2
# CC(O)(c1cccc(F)c1)c1nc(/C=C/c2ccccc2)cs1 (centres undefined) is listed with 4	-7	0	-7	99	2	2.4	-4	0	-10
# O=C(CSc1nc2ccccc2[nH]1)NCCCn1ccnc1 is listed with -4	-5	-3	4	92	2	0.9	-14	1	6

# (continued)
SMILES,MC4R antag cAMP,CaV13 FRET inh,Exocytosis inh,H9c2 protect,ABCB6 inh MLPCN,Glyco luc inh,MC4R barr agon,PDI turbidity,m5-HT2A agonist,ABHD5-PLIN5 inh
CCN(CC)c1ccc(NC(=O)CN2CCN(c3ccccc3F)CC2)cc1,6,-2,3,3,103,-2,3.7,8,-3,-3
Cc1cc(=O)[nH]c(SCC(=O)N2CCN(S(=O)(=O)c3ccccc3)C2)n1,7,5,1,-3,93,2,-2.8,-4,2,2
CCOC(=O)c1cnc(N)nc1C(F)(F)F,-5,-3,-1,7,86,4,-1.2,-2,7,3
O=C(c1ccccc1)c1c2c(cc3sc4ccccc4[n+]13)-c1cccc3cccc-2c13,-25,-12,88*,-25,404,-4,26*,-3,8,16
CC(C)c1ccc[n+](-c2nc([O-])sc2C=O)c1,1,-20,-3,-1,99,1,-2.0,2,9,2
COc1ccccc1N(C)S(=O)(=O)c1ccc(C(=O)Nc2nccs2)cc1,0,-7,17,19,92,-1,-0.8,3,5,-13
CCc1nnc(NC(=O)c2sc3nc(C)cc(COC)c3c2N)s1,-6,-56,-3,-2,104,0,-2.2,-3,2,-10
COc1cc(O)c2c(=O)c3c(O[C@H]4O[C@@H](CO)[C@H](O)[C@@H](O)[C@@H]4O)ccc(O)c3oc2c1,-9,-11,0,2,94,5,-0.6,0,8,-5
N/C(COc1ccc(F)cc1)=N\NC(=O)c1cccnc1Oc1ccccc1,6,-5,-2,-1,95,7,-1.1,-5,-4,1
COc1cc2c(cc1OC)CN(Cc1cc(=O)oc3c(C)c(C)ccc13)CC2,-4,-17,3,3,96,4,0.0,1,-5,-2
CCCCn1c(N)c(N(CC)C(=O)c2cc3c(s2)CCCCC3)c(=O)[nH]c1=O,-1,-3,-3,-5,93,-1,-2.2,0,4,0
